Screening data: PubChem, National Center for Advancing Translational Sciences (NCATS)
Vif-A3F inh – blocks the Vif interaction with APOBEC3F; Potency, µM (titrated, usually from 46.1 µM), for inactives: top-dose activity, negative = active; 390,000 compounds, 0.2% hits; HeLa A3F-eYFP + Vif (tagged APOBEC3F with the HIV-1 protein that degrades it), YFP fluorescence increase; also: potency is read from the fitted curve at half-maximal effect; % of control where 0% means no effect; nearly all actives have a fitted effect of over 65% in size
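HeLa cells stably expressing A3F-eYFP plus Vif, plated and incubated overnight at 37 deg C, then exposed to compounds overnight at 37 deg C. Blocked degradation read as raised yellow fluorescence (Ex 488/Em 500-530).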
Vif-A3G inh – blocks the Vif interaction with human APOBEC3G. HeLa A3G-eYFP + Vif (tagged APOBEC3G with the HIV-1 protein that degrades it), YFP fluorescence, overnight. 410,000 compounds, 0.076% hits. AID 602310. Potency, µM (titrated, usually from 46.1 µM), for inactives: top-dose activity, negative = active, hits mostly inhibitors;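 also: potency is read from the fitted curve at half-maximal effect; % is scaled to controls: 0 for no effect and ±100 for the full control effect; nearly all actives have a fitted effect of over 60% in size; hits raise eYFP signal because A3G escapes Vif-driven loss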
Target sequence (Q9HC16 whole entry, looked up): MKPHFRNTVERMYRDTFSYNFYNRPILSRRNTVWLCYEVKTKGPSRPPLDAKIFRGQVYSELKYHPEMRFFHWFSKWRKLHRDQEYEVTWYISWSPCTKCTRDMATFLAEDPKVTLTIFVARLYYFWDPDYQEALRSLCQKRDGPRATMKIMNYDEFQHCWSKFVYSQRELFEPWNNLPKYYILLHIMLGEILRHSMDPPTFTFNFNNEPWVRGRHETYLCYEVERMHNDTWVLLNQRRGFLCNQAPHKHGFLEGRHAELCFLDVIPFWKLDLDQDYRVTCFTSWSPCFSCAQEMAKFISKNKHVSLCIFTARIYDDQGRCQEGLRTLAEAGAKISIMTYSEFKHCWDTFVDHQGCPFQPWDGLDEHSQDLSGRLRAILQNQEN
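Read-out is eYFP fluorescence (Ex 488/Em 500-530) from Vif-expressing HeLa A3G-eYFP cells; more signal means A3G escaped Vif-mediated degradation. Cells plated overnight, compound pinned in, incubated overnight at 37 deg C.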
D1 agonist – human D1 receptor agonism; P21728; HEK293 T-REx D1 cells, calcium flux, agonist mode; activation, % at 2 µM; 360,000 compounds, 1% hits; in the data active = activation above about 30%; also: 0% is about no effect
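Agonism was scored from calcium flux recorded over 180 s (1 read/s) after pintool compound addition, following a 10-cycle baseline. Cells were inducible force-coupled HEK293 TREx D1, plated overnight at 30 C and loaded with no-wash calcium dye.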
RXFP1 ag – RXFP1 (human) receptor agonism; Q9HBX9; HEK293T-RXFP1 cAMP TR-FRET, 30 min; response scale: percent of porcine relaxin response, buffer zero; Potency, µM (series often up to 57.5 µM), inactives show top-dose activation, actives largely listed as activators; 370,000 compounds, 0.3% hits; AID 2676; also: potency is read from the fitted curve at half-maximal effect; % is scaled to controls: 0 for no effect and ±100 for the full control effect; nearly all actives have a fitted effect of over 60% in size; many of its hits are not listed in these tables
Target sequence (Q9HBX9 whole entry, looked up): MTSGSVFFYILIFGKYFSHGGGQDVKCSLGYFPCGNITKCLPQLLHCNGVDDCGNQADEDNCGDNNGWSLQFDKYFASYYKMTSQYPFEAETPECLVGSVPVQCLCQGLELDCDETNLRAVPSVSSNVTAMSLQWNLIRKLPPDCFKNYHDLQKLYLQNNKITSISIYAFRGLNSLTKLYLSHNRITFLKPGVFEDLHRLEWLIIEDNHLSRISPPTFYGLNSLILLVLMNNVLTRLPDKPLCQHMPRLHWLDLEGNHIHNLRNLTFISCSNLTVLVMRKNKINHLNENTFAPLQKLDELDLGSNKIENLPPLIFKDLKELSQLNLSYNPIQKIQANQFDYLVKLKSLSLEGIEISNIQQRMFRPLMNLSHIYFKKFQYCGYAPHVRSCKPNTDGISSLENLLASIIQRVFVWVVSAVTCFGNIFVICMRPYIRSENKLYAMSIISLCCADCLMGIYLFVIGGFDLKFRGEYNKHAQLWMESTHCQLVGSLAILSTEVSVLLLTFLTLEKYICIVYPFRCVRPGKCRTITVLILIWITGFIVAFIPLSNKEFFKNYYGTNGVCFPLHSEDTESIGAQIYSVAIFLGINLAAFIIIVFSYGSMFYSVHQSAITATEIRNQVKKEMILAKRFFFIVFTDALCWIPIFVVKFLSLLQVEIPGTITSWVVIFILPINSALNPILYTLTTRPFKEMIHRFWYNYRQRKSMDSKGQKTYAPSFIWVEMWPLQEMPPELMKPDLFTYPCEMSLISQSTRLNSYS
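cAMP rise read by TR-FRET after 30 min, 37C compound exposure (up to 58 uM) in RXFP1-transfected HEK293 cells with Ro 20174 present. EC50 from Hill-equation fits, with 29 nM porcine relaxin as 100% and buffer as basal.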
D1 antagonist – blocks dopamine activation of the human D1 receptor. HEK293 TREx D1 cells, calcium flux, dopamine EC80; hits give low values. activity change, negative = inhibition, % at 10 µM. 360,000 compounds, 3.2% hits. AID 504652; in the data active = activity change below about -30%; also: % is scaled to controls: 0 for no effect and ±100 for the full control effect
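Kinetic fluorescence of a calcium dye serves as the read-out. D1-expressing Hek293 Trex cells, induced overnight at 30 C, are exposed to compound for 180 s before an EC80 dopamine addition, then read 180 s further.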
D2 PAM – D2 dopamine receptor (human) potentiation | P14416 | HEK293 T-REx D2, calcium flux, EC20 dopamine potentiation | potentiation, % at 10 µM | 340,000 compounds, 0.34% hits;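 active = potentiation over 3 SD above the plate norm, cut at about 30% in these data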; also: 0% is about no effect
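Calcium flux readout, no-wash dye, 1 read/s. Inducible HEK293 Trex D2 line, overnight 30 C. Compound alone 180 s (agonist flags), then EC20 dopamine, another 180 s to score potentiation.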
Glioma ERSR ind – induces the endoplasmic reticulum stress response in human glioma cells; Potency, µM, for the others: at the highest dose activation, usual class: activators; 420,000 compounds, 0.02% hits; AID 602332; U87-MG GRP78 promoter luciferase reporter, 16 h; also: potency is read from the fitted curve at half-maximal effect; series mostly up to about 76 µM; % of control where 0% means no effect; nearly all actives have a fitted effect of over 35% in size
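Stably transfected U87-MG glioma cells carrying a GRP78-based luciferase sensor; 16 h compound incubation. Luminescence end-point read 10 min after Bright-Glo addition at room temperature.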
D1 PAM – human D1 dopamine receptor positive modulation. potentiation, % at 10 µM. HEK293 TREx D1 cells, calcium flux, dopamine EC20 potentiation. P21728. AID 504651. 360,000 compounds, 0.036% hits; in the data active = potentiation above about 30%; also: 0% is about no effect
RXFP1 antag – RXFP1 (human) relaxin receptor antagonism; Q9HBX9; HEK293-RXFP1, relaxin-stimulated cAMP HTRF, 30 min; hits give low values; activity change, negative = inhibition, % at 57.5 µM; 350,000 compounds, 0.59% hits; AID 1259400;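 active = activity change of -60% or lower, but not beyond a set lower limit; inconclusive = change between -60% and -40%, or beyond the set limit; inactive = change above -40%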; also: % is scaled to controls: 0 for no effect and ±100 for the full control effect
The depositor's hits bear a star; ? = inconclusive; . = no result given; & = joins results of further samples. Unless noted, calls follow the shape of the dose curve; as a rule, active = well fitted curve in the direction sought with a large enough effect; inconclusive = small, poorly fitted or top-dose-only effect, or another doubt; inactive = no such curve, though single readings can be large; an effect the other way counts as inactive or inconclusive. Only part of the results is shown; rates above refer to the full screens.

Results follow in this order: Vif-A3F inh	Vif-A3G inh	D1 agonist	RXFP1 ag	D1 antagonist	D2 PAM	Glioma ERSR ind	D1 PAM	RXFP1 antag
[1] CCN(Cc1ccccc1)C(=O)COC(=O)c1n[nH]c2ccccc12
→ .	-6%	-1	-2.0%	.	-4	-18%	-1	10
[2] CC(=O)N1CCN(C(=O)c2ccc(NS(=O)(=O)c3cc(C)ccc3C)cc2)CC1
→ 6%	3%	1	-0.2%	10	3	-4%	-4	-12
[3] CC(=O)Oc1c(C)c(OC(C)=O)c2c(c1C(C)=O)OC1CC(=O)C(C(C)=O)=C(O)C21C (configuration not stated)
→ 0%	-5%	3	-3.3%	36	4	3%	1	-6
[4] Cc1ccnc(NC(=O)Cn2c(=O)oc3ccccc32)c1
→ -3%	1%	5	0.3%	2	11	4%	-3	-4
[5] Cc1ccccc1NC(=S)N(Cc1cccs1)C1CCCCC1
→ -8%	-2%	3	-1.3%	5	-5	-2%	-2	0
[6] CCOCCOC(=O)C(C)Sc1n[nH]c(=O)[nH]c1=O (configuration not stated)
→ .	2%	2	-1.7%	7	11	-1%	-1	6
[7] O=C(CN(Cc1ccc(F)cc1)C(=O)c1ccco1)NCc1ccc(F)cc1
→ -5%	-4%	12	1.4%	-25	-6	-3%	-5	6
[8] CCC(=O)NNC(=O)CCC(=O)Nc1ccc(C)cc1C
→ -7%	-4%	-1	-3.6%	8	.	-2%	8	6
[9] COc1ccc(/C=C/C(=O)C2(O)CCCCC2)cc1
→ 11%	-16%	1	3.1%	-6	-15	2%	-5	-20
[10] COCCC(=O)N1CCCC(CCC(=O)NCc2ccc(F)c(F)c2)C1 (configuration not stated)
→ 11%	0%	0	1.7%	-2	6	5%	-1	4
[11] Cc1cc(C(=O)CCl)c(C)n1-c1cccc(S(=O)(=O)N2CCOCC2)c1
→ 2%	-26%	5	1.1%	6	2	-12%	1	-16
[12] Cc1ccc(CN2C(=O)CNC2=S)cc1
→ -3%	1%	4	0.1%	-8	0	2%	-2	-1
[13] CCOc1ccc(OCCOCCN2CCCC2)cc1
→ -8%	1%	0	-1.0%	13	9	-1%	4	10
[14] CCN(c1ccccc1)S(=O)(=O)c1ccc2[nH]cc(C(=O)NCc3ccc(C)cc3)c(=O)c2c1
→ 3%	2%	2	19%	0	4	-3%	-5	.
[15] O=S(=O)(NCCCN1CCOCC1)c1ccc(Cl)cc1
→ 2%	0%	3	3.2%	0	-6	-4%	2	11
[16] CC(=O)Nc1cccc(/C(C)=N/NC(=O)c2ccccc2Cl)c1
→ 0%	-2%	2	-0.1%	-4	16	-6%	5	1
[17] CCc1ccc(NC(=O)COc2coc(CN3CCc4ccccc4C3)cc2=O)cc1
→ 1%	1%	1	0.3%	4	-4	-5%	-2	-12
[18] O=C(CSc1nc2ccccc2s1)N1CCOCC1
→ -5%	-7%	1	-0.7%	2	15	1%	1	7
[19] C/C(=N/NC(=O)c1cccs1)c1ccco1
→ 3%	-20%	0	0.0%	2	14	0%	-2	25
[20] Cc1cccc(C2=NN(c3ccc(Br)cc3)[C@@H](C(=O)N3CCOC3=O)[C@@H]2c2ccc(F)cc2)c1
→ 3%	-2%	-1	3.0%	17	17	-1%&-4%	-1	.
[21] O=C(Cc1cccs1)OCC(=O)c1ccco1
→ 0%	-1%	2	0.8%	0	9	-4%	5	-9
[22] CCCCc1nnc(NC(=O)CN2C(=O)NC3(CCCCC3)C2=O)s1
→ 3%	0%	1	-1.3%	-12	-2	-7%	0	3
[23] CCC(=O)N1CCc2cc(S(=O)(=O)NC(Cc3ccccc3)C(=O)NCc3cccc(OC)c3)ccc21 (configuration not stated)
→ -4%	-4%	7	1.2%	1	-3	-4%	5	-8
[24] CCCCCC(=O)NN=C1CCN(Cc2ccccc2)CC1
→ -6%	2%	4	0.0%	7	-8	1%	-5	.
[25] COc1cc(OC)cc(C(=O)NNC(=S)NCc2ccco2)c1
→ 0%	7%	2	2.4%	12	-8	-3%	-7	16
[26] COc1cc(C(=O)Nc2c(C(=O)Nc3ccccc3F)oc3ccccc23)cc(OC)c1OC
→ 0%	-4%	3	9.0%	-3	0	1%	0	.
[27] Cc1cc(C)c(C#N)c(Oc2ccc(F)cc2)n1
→ -14%	-1%	1	1.7%	-6	26	0%	-9	-30
[28] CC1C(c2ccccc2)=[N+]([O-])C2(CCCC2)N1O (configuration not stated)
→ 2%	-2%	13	0.2%	-3	6	-5%	-9	5
[29] CC(=O)Cc1nsc(NC(=O)c2oc(-c3ccccc3Cl)cc2C)n1
→ 3%	0%	-1	-2.6%	3	3	-4%	-5	7
[30] O=C(/C=C/c1ccc2c(c1)OCO2)Nc1ccc(Cl)cn1
→ -13%	-16%	3	1.5%	-21	.	0%	-5	4
[31] CN(c1ccccc1)S(=O)(=O)c1cccc(C(=O)Nc2ncn[nH]2)c1
→ 4%	3%	2	2.2%	-4	-6	14%	-7	1
[32] CCOc1ccc2oc(=O)cc(CN3CCN(C(=O)c4ccc(OC)c(OC)c4)CC3)c2c1
→ 9%	-6%	-1	2.6%	-5	13	-3%	-2	-7
[33] O=C(NC1CC1)C1CCC(=O)N1C1CCCC1 (configuration not stated)
→ -11%	1%	3	-0.1%	-6	.	-1%	4	11
[34] CCOCCn1c(SCc2ccccc2)nc2c1c(=O)[nH]c(=O)n2C
→ -11%	4%	0	-2.6%	11	2	-1%	-2	5
[35] O=C(NCc1ccc(F)cc1)C1CCCN1S(=O)(=O)c1cccc2nsnc12 (configuration not stated)
→ 6%	5%	0	0.3%	-10	10	0%	3	0
[36] COc1ccc(CNC(=O)COC(=O)C(CCSC)NC(=O)c2ccco2)cc1OC (configuration not stated)
→ -1%	-3%	1	-2.7%	4	-6	-3%	-6	-6
[37] Cc1ccc(CN2CCNC(=O)C2CC(=O)NCc2csc(C(C)C)n2)cc1 (configuration not stated)
→ -20%	1%	4	-1.6%	1	8	0%	2	-6
[38] COc1ccc(Cn2cnc3c([N+](=O)[O-])c(C)c(C)cc32)cc1
→ 2%	0%	.	0.6%	.	.	0%	.	13
[39] O=C1CC(NCc2ccccc2)C(=O)N1c1ccc(F)cc1 (configuration not stated)
→ -5%	3%	3	-0.4%	8	-3	5%	4	-21
[40] O=C(CSc1nnc(CNC(=O)c2c(F)cccc2Cl)o1)NCc1ccc(F)cc1
→ 2%	-26%	4	1.5%	-13	12	-6%	-4	-7
[41] Cc1ccc(S(=O)(=O)N2CCCCC2C(=O)O)s1 (configuration not stated)
→ -3%	0%	0	0.6%	-26	1	-4%	3	-7
[42] Cc1ccc(CN2CCN(C(=O)c3ccncc3)CC2)cc1
→ 0%	1%	4	1.8%	7	5	-8%	-2	-7
[43] COc1ccc(NC(=O)CN(C)C(=O)CSc2ccc(Br)cc2)cc1
→ 0%	3%	1	0.3%	-3	3	4%	-4	-1
[44] CC1CCc2nc3ccc(S(=O)(=O)N4CCC(C(=O)NCc5ccccc5Cl)CC4)cc3c(C(=O)O)c2C1 (configuration not stated)
→ -13%	0%	1&-1	1.8%&0.1%	3&-1	5&6	5%	-5&-5	-4&5
[45] O=C(Cc1n[nH]c(=O)c2ccccc12)NC(c1ccccc1)c1ccccc1
→ 3%	5%	7	1.2%	-10	-2	-1%	0	-1
[46] Cc1cccc(OC(=O)c2nc(SCc3ccccc3F)ncc2Cl)c1
→ -5%	8%	12	-0.9%	-8	-5	-2%	-2	8
[47] COc1ccc(N/C(N)=N/c2nc(C)cc(=O)[nH]2)cc1
→ -5%	0%	4	-0.2%	-37*	4	-3%	-2	-16
[48] CN(C(=O)COC(=O)C1CCN(S(=O)(=O)c2c(Cl)cccc2Cl)CC1)c1ccccc1
→ ?	2%	18	0.4%	-32*	-2	-2%	-2	-11
[49] CCOC(=O)N1CCN(Cc2nc3cc(NC(=O)c4ccccc4[N+](=O)[O-])ccc3n2C(C)C)CC1
→ -5%	-27%	0	0.3%	10	17	-4%	5	-3
[50] Cc1cc(C)n2nc(-c3cnn(C)c3C(F)(F)F)cc2n1
→ -1%	2%	0	0.4%	-17	-8	6%	-1	2
[51] O=C(Nc1cccc(S(=O)(=O)N2CCOCC2)c1)c1cccc(S(=O)(=O)N2CCCCC2)c1
→ 3%	-3%	3	-0.3%	-5	-1	-3%	-2	5
[52] COc1ccc(OC)c(NC(=O)Nc2nnc(N3CCCCC3C)s2)c1 (configuration not stated)
→ -11%	-3%	0	-7.1%	-1	-1	0%	3	-1

Some of these compounds in order of molar mass, high to low:
Results follow in this order: Vif-A3F inh	Vif-A3G inh	D1 agonist	RXFP1 ag	D1 antagonist	D2 PAM	Glioma ERSR ind	D1 PAM	RXFP1 antag
[49] CCOC(=O)N1CCN(Cc2nc3cc(NC(=O)c4ccccc4[N+](=O)[O-])ccc3n2C(C)C)CC1
→ -5%	-27%	0	0.3%	10	17	-4%	5	-3
[51] O=C(Nc1cccc(S(=O)(=O)N2CCOCC2)c1)c1cccc(S(=O)(=O)N2CCCCC2)c1
→ 3%	-3%	3	-0.3%	-5	-1	-3%	-2	5
[48] CN(C(=O)COC(=O)C1CCN(S(=O)(=O)c2c(Cl)cccc2Cl)CC1)c1ccccc1
→ ?	2%	18	0.4%	-32*	-2	-2%	-2	-11
[40] O=C(CSc1nnc(CNC(=O)c2c(F)cccc2Cl)o1)NCc1ccc(F)cc1
→ 2%	-26%	4	1.5%	-13	12	-6%	-4	-7
[43] COc1ccc(NC(=O)CN(C)C(=O)CSc2ccc(Br)cc2)cc1
→ 0%	3%	1	0.3%	-3	3	4%	-4	-1
[46] Cc1cccc(OC(=O)c2nc(SCc3ccccc3F)ncc2Cl)c1
→ -5%	8%	12	-0.9%	-8	-5	-2%	-2	8
[52] COc1ccc(OC)c(NC(=O)Nc2nnc(N3CCCCC3C)s2)c1 (configuration not stated)
→ -11%	-3%	0	-7.1%	-1	-1	0%	3	-1
[45] O=C(Cc1n[nH]c(=O)c2ccccc12)NC(c1ccccc1)c1ccccc1
→ 3%	5%	7	1.2%	-10	-2	-1%	0	-1
[42] Cc1ccc(CN2CCN(C(=O)c3ccncc3)CC2)cc1
→ 0%	1%	4	1.8%	7	5	-8%	-2	-7
[47] COc1ccc(N/C(N)=N/c2nc(C)cc(=O)[nH]2)cc1
→ -5%	0%	4	-0.2%	-37*	4	-3%	-2	-16
